# Source: PubChem BioAssay (several laboratories)
# FLuc inhib CS – inhibits firefly luciferase, flagging false hits in luciferase inhibition screens. 200,000 compounds, 1.5% hits. AID 1006. P08659. inhibition, % at 10 µM. ATPLite firefly luciferase biochemical luminescence, 10 min;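 active means inhibition above about 50% when tested at 10 µM, limit read from the data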
# Target sequence (P08659 whole entry, looked up): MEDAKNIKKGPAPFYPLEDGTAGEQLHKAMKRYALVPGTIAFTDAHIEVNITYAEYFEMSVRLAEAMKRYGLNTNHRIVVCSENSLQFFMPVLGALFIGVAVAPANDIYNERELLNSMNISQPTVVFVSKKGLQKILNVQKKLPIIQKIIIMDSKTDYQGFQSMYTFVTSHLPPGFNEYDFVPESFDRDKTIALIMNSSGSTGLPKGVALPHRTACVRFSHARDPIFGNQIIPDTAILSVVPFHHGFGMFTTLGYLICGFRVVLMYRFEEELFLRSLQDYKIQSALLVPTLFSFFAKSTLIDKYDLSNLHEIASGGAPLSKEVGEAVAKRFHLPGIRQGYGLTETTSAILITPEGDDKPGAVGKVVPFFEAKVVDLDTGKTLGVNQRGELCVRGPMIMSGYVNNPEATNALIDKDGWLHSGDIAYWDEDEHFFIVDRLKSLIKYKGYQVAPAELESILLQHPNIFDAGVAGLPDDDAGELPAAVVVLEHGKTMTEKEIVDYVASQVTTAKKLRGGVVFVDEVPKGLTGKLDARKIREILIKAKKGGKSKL
# APP transl inh – APP translation inhibition | SH-SY5Y APP 5'UTR-luciferase reporter, luminescence | inhibition, % at 2 µM | 190,000 compounds, 0.82% hits | AID 1285;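 active means inhibition above a set limit, derived from the sample mean plus 3 SD, cut at about 45% in these data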; further: values of inactives mirror those of a sister screen read the other way
# FLuc act counter – affects firefly luciferase, flagging false hits in luciferase stimulation screens | 200,000 tested, under 10 active | ATPlite luciferase biochemical, luminescence, 10 min; 0 = ATP-free wells, 1 = DMSO control | P08659 | activation factor at 10 µM | AID 1027;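 active means luciferase activation factor, scaled between plate controls, of at least 2 with compound at 10 µM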
#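 Assay system: Luciferase/luciferin detection reagent, cell-free biochemical luciferase assay / Also added: ATP substrate / Schedule: 10 min at ambient temperature / Measured by: luminescence measurement of luciferase light output / Benchmarks: low control with PBS replacing ATP, high control enzyme plus ATP without compound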
# STAT1 blocker – inhibitors of IFN-gamma induced STAT1 signaling; NIH 3T3 STAT1-luciferase reporter, luminescence; inhibition, % at 5.5 µM; 200,000 compounds, 0.35% hits; AID 920;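 active means inhibition above a set limit, the mean inhibition across all tested compounds plus 3 SD, cut at about 34% in these data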;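 further: 0% = IFN-gamma with DMSO and 100% = IFN-gamma with 300 µM nifuroxazide; values of inactives mirror those of a sister screen read the other way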
# APP 5'UTR act – activates APP 5'UTR luciferase reporter; activation, % at 2 µM; 190,000 compounds, 1% hits; AID 1276; SH-SY5Y APP 5'UTR luciferase reporter, luminescence; zero percent = DMSO vehicle wells;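 active means activation above a set limit, based on mean plus 3 SD of controls, cut at about 140% in these data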; further: values of inactives mirror those of a sister screen read the other way
# ROMK primary – human ROMK K+ channel modulation, primary screen | P48048 | Tet-inducible ROMK, thallium flux fluorescence; actives lie on both sides | B-score at 10 µM | 130,000 compounds, 2% hits;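 active means signal ratio slope over the read window, or its plate-corrected B-score, at least 3 SD from the plate mean, either direction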;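 further: B-score of the F/F0 ratio slope over 7 to 12 s after thallium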
# Target sequence (P48048 whole entry, looked up): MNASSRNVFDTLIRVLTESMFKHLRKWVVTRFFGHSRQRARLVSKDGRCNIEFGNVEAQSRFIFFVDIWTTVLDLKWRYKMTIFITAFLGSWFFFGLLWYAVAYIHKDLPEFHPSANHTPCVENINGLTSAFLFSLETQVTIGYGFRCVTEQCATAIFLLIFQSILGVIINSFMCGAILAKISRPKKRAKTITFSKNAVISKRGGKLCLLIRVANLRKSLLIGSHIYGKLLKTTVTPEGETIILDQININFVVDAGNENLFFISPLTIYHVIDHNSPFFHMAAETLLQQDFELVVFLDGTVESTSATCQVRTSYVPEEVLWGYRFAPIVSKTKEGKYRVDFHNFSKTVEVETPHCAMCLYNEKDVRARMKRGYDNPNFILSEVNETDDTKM
# STAT3 inh – inhibitors of IL-6 induced STAT3 signaling; 190,000 compounds, 0.89% hits; inhibition, % at 5.5 µM; U3A cells, IL-6 STAT3-luciferase reporter, luminescence; host cell line lacks STAT1;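 active means inhibition above the mean inhibition across all screened compounds plus 3 SD, cut at about 44% in these data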;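 further: 0% = DMSO only wells and 100% = 100 µM nifuroxazide control wells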
# STAT1 act – STAT1 signaling activation; NIH 3T3 STAT1-luciferase reporter, IFN-gamma, luminescence; 100% = IFN-gamma alone, no compound; activation (% of control), % at 5.5 µM; 200,000 compounds, 2.6% hits;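 active means activation above the screen-wide mean activation plus 3 SD, cut at about 130% in these data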;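 further: raw ratio to IFN-gamma control signal so 100% means no change and 0% no light; values of inactives mirror those of a sister screen read the other way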
# NF-kB neuron act – NF-kB expression increase, human neuronal cells; NF-kB reporter expression; hits give high values; fold change at 12.5 µM; 190,000 compounds, 1.6% hits; AID 1239; in the data active means fold change above about 3.3
# STAT3 activator – activators of IL-6 induced STAT3 signaling. AID 871. U3A cells, IL-6 STAT3-luciferase reporter, luminescence; 100% = signal with IL-6 EC80 alone. activation (% of control), % at 5.6 µM. 190,000 compounds, 0.91% hits;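 active means activation above the screen-wide mean of compound activation plus 3 SD, cut at about 130% in these data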;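 further: 0% = background luminescence of wells with medium and substrate only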
#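 Material: STAT3-luciferase reporter U3A cells. Controls: IL-6-treated wells, 100% activation. Read-out: % activation versus median of IL-6-stimulated wells. Probe or stimulus: IL-6 stimulus at 33 ng/mL final. Timing: compound 1 h, then IL-6 6 h at 37 °C. Signal: reporter luminescence signal.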
# Numbers without * were called inactive; · = no result given. Not a hit list. About 7.1% of those tested had a hit in this group.
# Assay codes: A = FLuc inhib CS; B = APP transl inh; C = FLuc act counter; D = STAT1 blocker; E = APP 5'UTR act; F = ROMK primary; G = STAT3 inh; H = STAT1 act; I = NF-kB neuron act; J = STAT3 activator
> O=C(NCc1nc2ccccc2[nH]1)C1=C[C@H](c2ccc(Br)cc2)C[C@H](OCc2ccc(CO)cc2)O1
  A = -5	B = -6	C = 1	D = 0	E = 6	F = ·	G = ·	H = 102	I = 0.88	J = ·

> O=C(Nc1cccc(-c2cn3cccnc3n2)c1)Nc1ccccc1F
  A = 6	B = 28	C = 0.9	D = -12	E = -28	F = -0.51	G = 27	H = 111	I = 0.82	J = 80

> COc1ccc(/C=N/NC(=O)Cn2cc(C(F)(F)F)ccc2=O)cc1
  A = -5	B = -10	C = 1	D = 1	E = 10	F = -0.085	G = 22	H = 98	I = 1.1	J = 87

> O=C1COc2ccc(C(=O)COC(=O)CNC(=O)c3ccco3)cc2N1
  A = -6	B = -15	C = 1.1	D = -4	E = 15	F = -0.6	G = 0	H = 104	I = 1.2	J = 104

> O=C(Nc1cc(S(=O)(=O)N2CCOCC2)ccc1N1CCOCC1)c1cc(=O)[nH]c2ccccc12
  A = -3	B = -2	C = 1	D = 1	E = 2	F = -0.055	G = 6	H = 97	I = 1.1	J = 97

> CCn1c(SCC(=O)NCCc2ccc(F)cc2)nnc1-c1cccs1
  A = 0	B = -11	C = 1	D = 2	E = 11	F = -0.78	G = -4	H = 98	I = 1.3	J = 108

> CCc1ccc(N2C(=O)CC(NNc3nc4ccccc4s3)C2=O)cc1 (configuration not stated)
  A = -7	B = 0	C = 1.1	D = -5	E = 0	F = ·	G = 0	H = 104	I = 1.2	J = 100

> CCc1c(C)sc(NC(=O)c2cccs2)c1C(=O)OC(C)C
  A = 4	B = 0	C = 1	D = -2	E = 0	F = -0.2	G = 11	H = 102	I = 1	J = 91

> Cc1cc(NC(=O)CCSc2ccccc2)ccc1Br
  A = -9	B = -28	C = 1.1	D = -10	E = 28	F = 0.72	G = -10	H = 109	I = 1.6	J = 112

> CCOc1cc(/C=N\NC(=O)OC)ccc1OC(=O)c1ccco1
  A = -5	B = 3	C = 1.1	D = 1	E = -3	F = 0.055	G = 3	H = 98	I = 1.1	J = 99

> Cc1noc(C)c1C(=O)N1CCCC(C(=O)c2ccc(Cl)cc2)C1 (configuration not stated)
  A = -4	B = -11	C = 1	D = 2	E = 11	F = -0.022	G = 0	H = 98	I = 1.2	J = 105

> O=C(NCc1ccc2c(c1)OCO2)C1CCCN1S(=O)(=O)c1ccc(Cl)cc1 (configuration not stated)
  A = -4	B = -14	C = 1	D = 5	E = 14	F = -0.52	G = 0	H = 94	I = 1.1	J = 102

> COC(=O)N/N=C(\C)c1ccco1
  A = -1	B = 0	C = 1	D = -7	E = 0	F = 1.8	G = 3	H = 106	I = 0.92	J = 102

> O=C(Cc1ccccc1)Nc1ccc(NC(=O)c2cccs2)c(Cl)c1
  A = -3	B = 9	C = 1	D = 0	E = -9	F = 1.2	G = 33	H = 100	I = 1.1	J = 75

> CC1CC(C)CN(C(=S)NC2CCCCC2)C1 (configuration not stated)
  A = -8	B = 8	C = 1.1	D = 4	E = -8	F = -0.35	G = -5	H = 99	I = 1.1	J = 102

> COc1ccccc1NC(=O)Nc1ccc(Cc2ccncc2)cc1
  A = 8	B = -26	C = 0.9	D = -11	E = 26	F = -1.8	G = 12	H = 108	I = ·	J = 94

> Cc1cc2c(cc1C)CSC(c1ccccc1OC(=O)C(C)C)SC2
  A = -6	B = 0	C = 1.1	D = 0	E = 0	F = -0.098	G = 1	H = 100	I = 1	J = 103

> C#Cc1ccc([C@@H]2C=C(C(=O)OCC=C)O[C@H](OCCCCO)C2)cc1
  A = -5	B = -17	C = 1	D = 16	E = 17	F = ·	G = ·	H = 86	I = 1.1	J = ·

> Cc1nn(Cc2ccccc2Cl)c(C)c1NC(=O)c1cc(-c2ccc(F)cc2)on1
  A = -7	B = 5	C = 1.1	D = 4	E = -5	F = ·	G = 5	H = 96	I = 0.94	J = 101

> CC(=O)N1CCc2cc(S(=O)(=O)NCCC3=CCCCC3)ccc21
  A = ·	B = 1	C = ·	D = 17	E = -1	F = -0.21	G = 65*	H = 89	I = ·	J = 46

> CCOc1ccc(N2C(=O)CC(N3CCC(NC(=O)Nc4ccccc4)CC3)C2=O)cc1 (configuration not stated)
  A = -17	B = 17	C = 1.2	D = 3	E = -17	F = ·	G = 2	H = 97	I = 0.87	J = 99

> O=[N+]([O-])c1ccc(N2CCC(=NOCc3ccc(Cl)cc3)CC2)cc1
  A = -5	B = ·	C = 1.1	D = 1	E = ·	F = ·	G = 12	H = 99	I = 1.1	J = 95

> O=C1CCCC2=C1C(c1ccccc1)CC(=O)N2c1ccccc1 (configuration not stated)
  A = -7	B = -13	C = 1.1	D = 4	E = 13	F = ·	G = -1	H = 97	I = 1	J = 106

> COc1ccccc1NC(=O)Cn1cnc2c(cnn2-c2ccc(C)c(C)c2)c1=O
  A = -10	B = -20	C = 1.1	D = 10	E = 20	F = -0.028	G = 15	H = 90	I = 1.2	J = 92

> COc1ccc(CCNC(=O)C(C(=O)c2ccccc2)n2cc(Cl)ccc2=O)cc1OC (configuration not stated)
  A = -5	B = -4	C = 1	D = -2	E = 4	F = -0.042	G = 0	H = 102	I = 1.1	J = 98

> CC1(C)Cc2c(sc3c2c(N)nc(=S)n3Cc2ccccc2)CO1
  A = -5	B = 14	C = 1.1	D = 0	E = -14	F = -0.6	G = 2	H = 100	I = 1	J = 100

> CC(C)=C1C2CCC1C(C(=O)NCCc1ccccc1)C2C(=O)O (configuration not stated)
  A = -7	B = 6	C = 1.1	D = 4	E = -6	F = -0.08	G = -1	H = 96	I = 1.1	J = 102

> COc1ccc(-n2c3c(c(=O)[nH]c2=O)C(NC(C)=O)(C(F)(F)F)C(=O)N3)cc1 (configuration not stated)
  A = 0	B = 5	C = 1	D = 2	E = -5	F = 0.071	G = 5	H = 100	I = 1	J = 100

> CCN(CC)CCNC(=O)C1CCCCN1S(=O)(=O)c1cccc([N+](=O)[O-])c1 (configuration not stated)
  A = -2	B = -4	C = 1	D = 6	E = 4	F = 0.41	G = 16	H = 93	I = 1.1	J = 93

> CCOC(=O)c1cnc2c(Cl)c(Cl)ccc2c1N1CCN(C)CC1
  A = -2	B = 2	C = 1	D = -4	E = -2	F = -1.7	G = -1	H = 103	I = 0.99	J = 106

> CCCC(=O)Nc1nnc(CCOC)s1
  A = 2	B = -21	C = 1	D = 6	E = 21	F = 0.6	G = -1	H = 94	I = 1.1	J = 104

> COc1ccc(S(=O)(=O)N(CCCN2CCCC2=O)Cc2cc3cc(C)c(C)cc3[nH]c2=O)cc1
  A = -4	B = -8	C = 1	D = 2	E = 8	F = -0.56	G = 26	H = 98	I = 0.41	J = 80

> CCC(=O)N(CC(=O)Nc1sc(C)c(C)c1C(N)=O)C1CCCCC1
  A = -4	B = 12	C = 1	D = 7	E = -13	F = ·	G = 11	H = 94	I = 1	J = 96

> Oc1ccc(C(=S)N2CCCCC2)cc1Cl
  A = -4	B = -18	C = 1	D = 0	E = 18	F = 0.093	G = -1	H = 100	I = 1.2	J = 103

> COc1ccc2nc(NC(=O)CSc3nc(SC)ns3)sc2c1
  A = -1	B = -12	C = 1	D = -22	E = 12	F = ·	G = -2	H = 120	I = 1.5	J = 102

> O=C(O)C1Cc2ccccc2CN1C(=O)COc1ccc(Br)cc1 (configuration not stated)
  A = 0	B = -8	C = 1	D = -7	E = 8	F = 0.28	G = 1	H = 105	I = 1	J = 107

> CN1CC2(C(=O)c3ccccc3)CN(C)CC(C(=O)c3ccccc3)(C1)C2
  A = 0	B = 17	C = 1	D = -2	E = -17	F = -1.6	G = -2	H = 102	I = 1.3	J = 106

> COc1ccc(CC(=O)NNc2ncnc3c2cnn3-c2ccc(C)cc2)cc1
  A = -3	B = 10	C = 1	D = 9	E = -10	F = ·	G = 0	H = 92	I = 0.97	J = 97

> CCCCC(=O)NC1=C(C(=O)OC)SCC1
  A = -3	B = 8	C = 1	D = 0	E = -8	F = 0.49	G = -4	H = 100	I = 1.1	J = 102

> COc1ccc(S(=O)(=O)N2CCCCC2)cc1NC(=O)CN1CCN(C(C)=O)CC1
  A = -1	B = -9	C = 1	D = -1	E = 9	F = 0.035	G = -9	H = 100	I = 1.1	J = 115

> CCc1ccc(/C(C)=N/NC(=O)c2ccccn2)cc1
  A = 10	B = 13	C = 0.9	D = -8	E = -13	F = 0.57	G = -12	H = 106	I = 1.3	J = 111

> CCOC(=O)c1c(NC(=O)c2cc(-c3ccc(O)cc3)on2)sc(C(C)=O)c1C
  A = -6	B = 27	C = 1.1	D = -7	E = -27	F = 1.1	G = -3	H = 106	I = 1.7	J = 102

# Filtered by structure, the compounds so far with a Cl atom
# Assay codes: A = FLuc inhib CS; B = APP transl inh; C = FLuc act counter; D = STAT1 blocker; E = APP 5'UTR act; F = ROMK primary; G = STAT3 inh; H = STAT1 act; I = NF-kB neuron act; J = STAT3 activator
> Cc1noc(C)c1C(=O)N1CCCC(C(=O)c2ccc(Cl)cc2)C1 (configuration not stated)
  A = -4	B = -11	C = 1	D = 2	E = 11	F = -0.022	G = 0	H = 98	I = 1.2	J = 105

> O=C(NCc1ccc2c(c1)OCO2)C1CCCN1S(=O)(=O)c1ccc(Cl)cc1 (configuration not stated)
  A = -4	B = -14	C = 1	D = 5	E = 14	F = -0.52	G = 0	H = 94	I = 1.1	J = 102

> O=C(Cc1ccccc1)Nc1ccc(NC(=O)c2cccs2)c(Cl)c1
  A = -3	B = 9	C = 1	D = 0	E = -9	F = 1.2	G = 33	H = 100	I = 1.1	J = 75

> Cc1nn(Cc2ccccc2Cl)c(C)c1NC(=O)c1cc(-c2ccc(F)cc2)on1
  A = -7	B = 5	C = 1.1	D = 4	E = -5	F = ·	G = 5	H = 96	I = 0.94	J = 101

> O=[N+]([O-])c1ccc(N2CCC(=NOCc3ccc(Cl)cc3)CC2)cc1
  A = -5	B = ·	C = 1.1	D = 1	E = ·	F = ·	G = 12	H = 99	I = 1.1	J = 95

> COc1ccc(CCNC(=O)C(C(=O)c2ccccc2)n2cc(Cl)ccc2=O)cc1OC (configuration not stated)
  A = -5	B = -4	C = 1	D = -2	E = 4	F = -0.042	G = 0	H = 102	I = 1.1	J = 98

> CCOC(=O)c1cnc2c(Cl)c(Cl)ccc2c1N1CCN(C)CC1
  A = -2	B = 2	C = 1	D = -4	E = -2	F = -1.7	G = -1	H = 103	I = 0.99	J = 106

> Oc1ccc(C(=S)N2CCCCC2)cc1Cl
  A = -4	B = -18	C = 1	D = 0	E = 18	F = 0.093	G = -1	H = 100	I = 1.2	J = 103
